Screens from PubChem.
Xi reactivation: X-chromosome reactivation activator. XiGFP mouse fibroblasts, % GFP-positive cells imaging, 3 d; cells co-treated with 5-aza-dC sensitizer; scaled so ellipticine positive control = 100%. activation, % at 7.58 µM. 360,000 compounds, 0.055% hits. AID 743238;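 active means mean normalized replicate activation at least 10% and every replicate at or above 10%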;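 further: 0% = median of on-plate neutral control wells and 100% = ellipticine 6 µM median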
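Schedule: 3 d treatment, 15 min room-temperature fixation; system: 68-5-11 XiGFP fibroblast line; buffer or medium: DMEM plus 5-aza-dC sensitizer; control set: ellipticine 6 µM positive control; compound: one concentration, pinned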
S100A4 MyoIIA: inhibitors of human S100A4 binding to myosin IIA peptide; S100A4/TAMRA-MyoIIA peptide fluorescence polarization; P26447; 360,000 compounds, 0.14% hits; inhibition, % at 10.7 µM;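 active means mean inhibition of at least 70% across replicates, with every replicate also reaching that level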
Target sequence (P26447 whole entry, looked up): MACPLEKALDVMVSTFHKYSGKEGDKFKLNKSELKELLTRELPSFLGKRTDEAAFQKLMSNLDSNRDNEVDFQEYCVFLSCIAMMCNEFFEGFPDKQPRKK
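Test system: S100A4 monomer protein. Medium: HEPES buffer with Ca2+, pH 7.2. Reagent: fluorescent myosin IIA peptide, 5 nM. Compound dosing: single-point compound testing. Timing: 5 min between mix addition and reading. Benchmarks: DMSO neutral and TFP positive wells.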
LGR2 inh: inhibitors of bursicon-induced Drosophila LGR2 receptor cAMP signaling. HEK293 LGR2, CRE-luciferase, bursicon-stimulated, 4 h. inhibition, % at 9.99 µM. 380,000 compounds, 0.35% hits. AID 720647;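 active means drop in luminescence signal, shown as inhibition above about 50% in the replicate tests, limit read from the data, passing the limit was not always enough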;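 further: agonist challenge used bursicon conditioned medium at about half maximal strength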
Cneo AK release: causes C. neoformans cell lysis | lysis activity, % at 15 µM | adenylate kinase release luminescence, 4 h; normalised: neutral wells 0, clomiphene wells 100 | 360,000 compounds, 0.2% hits;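 active means mean lysis activity across replicates of at least 80%, whatever share of replicates individually reach that level; inactive means mean lysis activity below 80%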
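read-out = cell lysis signal | test system = log-phase Cryptococcus neoformans yeast cells | input = cells at 5 × 10^6 per mL | medium = fresh YPD growth medium | signal = luminescent adenylate kinase detection reagent | timing = 4 h at 37 °C static, read 1 h later | dosing = single dose | controls = Clomiphene as positive lysis control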
C2C12 statin: suppressors of simvastatin-induced myotoxicity in C2C12 myotubes; ATP luminescence, 48 h; scaled: DMSO 0, geranylgeraniol control 100; rescue of ATP level, % at 7.49 µM; 330,000 compounds, 0.78% hits;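 active means mean ATP rescue above about 67%, or every replicate alone reaching that limit, limit read from the data, passing the limit was not always enough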;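 further: myotubes were challenged with 10 µM simvastatin during compound exposure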
SIRT5 block: inhibitors of human sirtuin-5 desuccinylase | Purified SirT5, succinyl-peptide AMC, trypsin-coupled fluorescence | inhibition, % at 15 µM | Q9NXA8 | 330,000 compounds, 1.1% hits; in the data active means inhibition above about 15%
Target sequence (Q9NXA8 whole entry, looked up): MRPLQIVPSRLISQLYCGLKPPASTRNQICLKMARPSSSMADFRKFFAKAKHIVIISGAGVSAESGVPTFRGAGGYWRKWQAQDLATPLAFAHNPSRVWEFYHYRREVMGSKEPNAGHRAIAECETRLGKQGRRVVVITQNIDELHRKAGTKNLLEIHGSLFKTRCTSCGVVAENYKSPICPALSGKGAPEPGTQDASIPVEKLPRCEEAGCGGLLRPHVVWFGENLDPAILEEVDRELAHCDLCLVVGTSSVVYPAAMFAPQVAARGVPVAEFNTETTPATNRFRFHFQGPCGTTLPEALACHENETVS
PGC1a acetyl inh: modulators of PGC1a acetylation. U2OS PGC1a acetylation, AlphaScreen anti-acetyl-lysine; with virally co-expressed GCN5 acetyltransferase. inhibition, % at 15.6 µM. 350,000 compounds, 0.17% hits;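 active means every replicate shows inhibition of at least 40%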;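 further: 0% = neutral control wells and 100% = positive control wells; some results beyond the cut were filed as inactive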
ERAP1 inh: inhibitors of human ERAP1 aminopeptidase; recombinant ERAP1, Leu-AMC fluorescence, 60 min; 340,000 compounds, 0.15% hits; Q9NZ08; AID 652197; inhibition, % at 10.7 µM;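 active means mean replicate inhibition of at least 30%, or all replicates individually reaching that 30% level; inactive means mean below 30% and not every replicate reaching it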;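 further: 0% = neutral control wells and 100% = L-leucinethiol positive control wells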
* = called active by the depositor; · = no result given; & = joins results of further samples.

SMILES	Xi reactivation	S100A4 MyoIIA	LGR2 inh	Cneo AK release	C2C12 statin	SIRT5 block	PGC1a acetyl inh	ERAP1 inh
CCOC(=O)c1ccc(NC(=O)c2nc[nH]c2C(=O)NCCCCCNC(=O)OC(C)(C)C)cc1	0.0	-2	31	4	-17	·	-4	1
Cc1noc(C)c1S(=O)(=O)Nc1ccc2c(c1)CC(=O)N([C@@H](C)CO)C[C@H](C)[C@H](CN(C)S(C)(=O)=O)O2	-0.1	·	4	1	41	·	-6	·
C[C@H](NC(=O)C[C@H]1C=C[C@@H](NC(=O)Nc2ccc3c(c2)OCO3)[C@@H](CO)O1)c1ccccc1	0.1	13	4	·	·	-7	·	0
CC(=O)N(C)C[C@H]1Oc2cc(C#CC(C)C)ccc2S(=O)(=O)N([C@@H](C)CO)C[C@H]1C	0.0	35	2	1	-2	-3	-6	-41
O=C(CSc1nc2ccccc2c(=O)n1CCCN1CCOCC1)Nc1ccc2c(c1)OCO2	0.2	2	1	·	·	15	·	1
O=S(=O)(/N=C(/Nc1cccc2ccccc12)c1ccc(F)cc1)c1ccccc1	0.1	-2	5	0	38	-7	-4	-1
CCOc1ccc(Nc2nc(N)c([N+](=O)[O-])c(N3CCOCC3)n2)cc1	0.1	-8	-11	0	-25	-2	-5	1
Cc1ccc(C(C(=O)NCC2CCCO2)N(C(=O)c2snc(C(N)=O)c2N)c2ccc3c(c2)OCCO3)cc1 (stereo not drawn)	0.9	9	2	2	-79	-1	2	6
O=C(NC1CCCCC1)[C@@H]1[C@@H](CO)[C@@H]2Cn3c(cccc3=O)[C@@H]2N1CC1CCOCC1	0.5	12	-19	1	-7	-4	·	2
CCC(=O)N1CC2(CN(C(=O)Nc3ccc(F)cc3)C2)c2c([nH]c3cc(OC)ccc23)[C@@H]1CO	-0.1	-3	-3	·	·	4	2	4
O=C(c1ccc(F)cc1)N1CCCC(c2nc(-c3cccs3)no2)C1 (stereo not drawn)	1.1	3	-8	·	·	-2	2	0
COc1ccc(C2CCc3cc(OC)c(OC)cc3C2NC=O)cc1OC (stereo not drawn)	0.2	-1	-3	·	·	·	·	4
O=C1CCCN1CCCNCC(O)c1ccccc1 (stereo not drawn)	0.1	-1	-5	0	10	-1	1	-5
COC(=O)c1ccccc1N=NNc1ccc([N+](=O)[O-])cc1	0.3	6	-34	0	·	-1	·	0
Cc1ccc(NC(=O)c2ccco2)c(NC(=O)c2ccc(Cl)cc2)c1	0.0	-3	9	1	15	3	-1	0
O=C(OCC(=O)N(CCc1ccccc1)Cc1ccccc1)c1ccc(F)c(S(=O)(=O)N2CCOCC2)c1	1.1	-1	3	-2	-8	-2	4	0
Cc1ccc(/C=N/NC(=O)c2nnn(-c3nonc3N)c2CN(C)C)o1	0.2	2	-7	0	-1	-7	·	-1
CCOc1ccccc1NC(=O)CCS(=O)(=O)c1ccc2c(c1)CC(C)N2C(C)=O (stereo not drawn)	0.8	-1	-1	7	-3	-4	·	4
C[C@@H]1CCCCO[C@H](CN(C)Cc2ccc(C(=O)O)cc2)[C@@H](C)CN([C@H](C)CO)C(=O)c2cc(N(C)C)ccc2O1	0.0&0.2	-1&4&57	4&0	1&1&1	1&28	-6&2&4	8&3&1	2&0&0
O=C(COC(=O)CC1c2ccccc2CCN1S(=O)(=O)c1ccccc1)Nc1ccccc1 (stereo not drawn)	0.3	0	-2	·	·	-3	·	-2
O=C(c1cc2c(=O)n3ccccc3nc2s1)N1CCN(c2cccc(Cl)c2)CC1	0.3	-5	-13	3	17	1	·	-12
CSCC(O)Cn1[nH]c(=O)c2cc(Cl)c(Cl)cc2c1=O (stereo not drawn)	0.0	0	-8	·	17	-1	84*	·
CCOC(=O)N1CCN(C(=O)C2CCCN(S(=O)(=O)c3ccccc3)C2)CC1 (stereo not drawn)	·	·	9	2	8	·	-3	·
CNc1nc(-c2c(C)[nH]c3ccc(OC)cc23)cs1	0.3	-30	-19	-9	-7	-1	-13	-3
Cc1noc(C)c1S(=O)(=O)N(C)C[C@H]1Oc2ccc(NC(=O)CCC(F)(F)F)cc2CC(=O)N([C@@H](C)CO)C[C@@H]1C	1.8	3	14	0	-13	-3	-4	0
S=C(Nc1ccc(Cl)cc1)Nc1ccc2cn[nH]c2c1	-0.1	5	-34	·	·	·	14	0
COc1cccc(NC(=O)C(=O)NCc2ccncc2)c1	0.0	·	-49	-7	-1	·	5	·
CCCc1nc2sc3ccccc3c(=O)c2c(=O)n1Cc1ccc(OC)cc1	0.1	-16	·	1	·	-3	13	·
COc1ccccc1NC(=O)C(=O)NCC(c1ccco1)N1CCc2ccccc2C1 (stereo not drawn)	0.1	-11	-3	1	19	-1	·	5
O=C(COC(=O)[C@@H]1CCCN1C(=O)c1cccs1)Nc1cccc(Cl)c1	0.8	2	-14	1	-1	2	4	1
O=C(Nc1ccccc1F)C(=O)c1cn(CC(=O)N2CCCCC2)c2ccccc12	0.2	17	-22	·	·	-3	3	3
C=CCCO[C@@H]1O[C@@H](C)[C@H](O)C[C@H]1O	0.2	21	4	0	·	·	0	2
Nc1ccccc1C(=O)N/N=C1\C2CN3CCN(C2)CC1(c1ccccc1)C3	0.0	·	-19	4	·	·	5	·
C=C(C)CNC(=S)N/N=C1\CCCCc2ccccc21	0.0	-2	16	8	·	-2	2	2
C[C@@H]1CN([C@@H](C)CO)C(=O)c2cc(NC(=O)Nc3ccc(C(F)(F)F)cc3)ccc2O[C@@H]1CN(C)C(=O)Nc1ccc(F)cc1	-1.0	-16	-32	-1	-18	5	-5	2
O=C(C1CCCO1)N1CCN(C(=S)Nc2cc(F)cc(F)c2)CC1 (stereo not drawn)	0.3	1	-1	0	1	-4	-3	-3
CC1Cc2ccccc2N1C(=O)c1cccnc1 (stereo not drawn)	·	·	-1	3	-3	·	-1	·
COc1ccc(C2(CNC(=O)Cc3ccc(OC)c(OC)c3)CCCC2)cc1	0.1	-3	25	·	·	-2	2	6
CN1C(=O)c2cc(NC(=O)c3ccc(C(F)(F)F)cc3)ccc2OC[C@@H]2O[C@@H](CC(=O)NC3Cc4ccccc4C3)CC[C@H]21	0.4	5	4	-5	-111	6	3	-1
CC1CCCCC1NC(=O)COC(=O)Cc1ccc(Cl)cc1 (stereo not drawn)	0.3	-3	-8	0	2	-1	·	-3
CC1CCCCC1NC(=O)c1cc2c(=O)n3ccccc3nc2n1C (stereo not drawn)	0.0	1	-16	-2	-23	-74	·	-44
O=C(CC1CCCC1)N[C@H](C(=O)N1CCC[C@H]1C(=O)NC1CCCC1)c1ccccc1	0.4	-5	-11	·	·	1	·	3
CO[C@H]1CN(C)C(=O)c2ccc(NC(C)=O)cc2OC[C@H](C)N(C(=O)c2ccc(F)cc2)C[C@@H]1C	0.1	-3	8	·	·	0	-9	1
O=C(Nc1ccn(CCCNC2CCN(Cc3ccccc3)CC2)c(=O)n1)OCc1ccccc1	0.4	4	7	0	-25	·	6	·
O=C(Cc1ccccn1)N1CC(=O)N2[C@H](CO)[C@@H](c3ccc(C#CC4CC4)cc3)[C@H]2C1	0.0	-12	14	·	·	3	8	-1
CCN(c1ccccc1)S(=O)(=O)c1ccc2[nH]c(=O)c(=O)[nH]c2c1	-0.1	1	-18	10	3	1	-17	3
COc1ccc(S(=O)(=O)N(C)C[C@H]2Oc3ccc(NC(=O)Cc4cn(C)c5ccccc45)cc3C(=O)N([C@H](C)CO)C[C@H]2C)cc1	0.0	-22	5	-8	45	3	-8	-1
CC(C)(C)N(Cc1ccccc1)C(=O)COC(=O)c1ccc(S(=O)(=O)N2CCOCC2)cc1	-0.1	-2	21	-1	1	·	4	0

Exported as a markdown table: 3 of the compounds above.
| molecule | Xi reactivation | S100A4 MyoIIA | LGR2 inh | Cneo AK release | C2C12 statin | SIRT5 block | PGC1a acetyl inh | ERAP1 inh |
| --- | --- | --- | --- | --- | --- | --- | --- | --- |
| CCC(=O)N1CC2(CN(C(=O)Nc3ccc(F)cc3)C2)c2c([nH]c3cc(OC)ccc23)[C@@H]1CO | -0.1 | -3 | -3 | · | · | 4 | 2 | 4 |
| CC1Cc2ccccc2N1C(=O)c1cccnc1 (stereo not drawn) | · | · | -1 | 3 | -3 | · | -1 | · |
| O=C1CCCN1CCCNCC(O)c1ccccc1 (stereo not drawn) | 0.1 | -1 | -5 | 0 | 10 | -1 | 1 | -5 |

More structures follow.
SMILES	Xi reactivation	S100A4 MyoIIA	LGR2 inh	Cneo AK release	C2C12 statin	SIRT5 block	PGC1a acetyl inh	ERAP1 inh
Cc1cc(/C=C2/NC(=O)N(Cc3ccccc3F)C2=O)c(C)n1C	0.4	-4	15	-1	-3	8	5	9
COc1ccc(NS(=O)(=O)c2ccc(C)c(C(=O)NCC(c3ccco3)N3CCCCC3)c2)cc1 (stereo not drawn)	0.0	-18	-7	·	·	-3	·	2
COc1cc(NC(=O)c2ccc(-c3cn[nH]c3)c3ccoc23)cc(OC)c1OC	0.0	-2	19	-1	-16	·	-16	-2
CCC(=O)N[C@H]1C=C[C@H](CC(=O)OC)O[C@@H]1CO	-0.1&0.0	13&-4	8&14	79	-11	0&1	-13	0
Cc1noc(C)c1NC(=O)N[C@@H]1CC[C@H](CC(=O)NCCCN(C)C)O[C@H]1CO	-0.2	3	-2	0	-35	4	-10	1
C/C=C/c1cccc(-c2nc(C(=O)N3CCN(C)CC3)cc3c2[C@H](CCO)N(C(=O)NC(C)C)C3)c1	0.6	-2	2	·	·	-5	-8	0
Cc1ccc(S(=O)(=O)N(C)c2ccccc2C(=O)Nc2ccc(F)cc2F)cc1	0.0	-8	-9	2	6	-1	1	-1
CO[C@H]1CN(C)C(=O)c2cc(NC(=O)C3CCC3)ccc2OC[C@@H](C)N(CC2CCCCC2)C[C@H]1C	-0.2	5	2	12	3	1	-5	1
O=C(N/C=C/n1cnc2cc(C(F)(F)F)ccc21)c1ccccc1F	0.0	-4	-7	·	·	-3	·	-1
CCCS(=O)(=O)n1nc(-c2ccc(OC)cc2)cc1N	0.4	-3	-7	0	-5	-4	-1	-4
COc1ccc(N(CC(=O)N2CCOCC2)S(C)(=O)=O)c(OC)c1	0.1	-5	-3	0	-2	-2	·	-2
CC(C)(CNC(=O)c1ccc(S(=O)(=O)Nc2cccc(C(F)(F)F)c2)cc1)N1CCOCC1	0.1	-14	1	-1	3	1	-3	1
N#CCCN(C(=O)COC(=O)CNC(=O)c1cccs1)c1ccc(F)cc1	0.3	-1	4	·	-2	1	-8	0
Cn1c(SCC(=O)NC2CCCCC2)nc2c(c1=O)SCC2	0.0	-5	14	-1	15	-5	·	-4
Cc1sc(-n2c(C)cc(/C=N/n3cnnc3)c2C)c(C#N)c1C	·	-4	·	1	56	1	1	-5
COc1cccc(N2CCN(C(=O)CN(c3ccc(C)cc3)S(=O)(=O)c3c(C)n[nH]c3C)CC2)c1	0.1	-12	-5	-1	-4	1	-1	8
C[C@H](CO)N1C[C@H](C)[C@@H](CN(C)C(=O)Nc2ccc(C(F)(F)F)cc2)Oc2ccc(NC(=O)Nc3cccc4ccccc34)cc2C1=O	0.0	1	9	-8	27	7	16	5
COc1ccc(NC(=O)Nc2ccc3c(c2)C(=O)N([C@H](C)CO)C[C@@H](C)[C@@H](CN(C)CC2CCCCC2)OCCCC[C@H](C)O3)cc1	-0.1	-14	8	3	-227	-1	-7	1
C[C@H](CO)N1C[C@H](C)[C@@H](CN(C)C(=O)C2CCCCC2)OCCCC[C@H](C)Oc2ccc(NC(=O)c3ccncc3)cc2C1=O	0.4	-1	22	43	4	2	19	2

This is a subset. The share of hits here may be higher or lower than overall.
